# PAFAH1B2 inh: inhibitors of human PAFAH1B2; P68402; recombinant PAFAH1B2, FP-rhodamine activity probe, fluorescence polarization; inhibition, % at 3.39 µM; 1.2% of 340,000 active; AID 492953;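 active = inhibition above the mean of all tested compounds plus 3 SD, cut at about 24% in these data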;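 note: 0% = enzyme with DMSO and 100% = wells lacking PAFAH1B2; many of its hits are not listed in these tables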
# Target sequence (P68402 whole entry, looked up): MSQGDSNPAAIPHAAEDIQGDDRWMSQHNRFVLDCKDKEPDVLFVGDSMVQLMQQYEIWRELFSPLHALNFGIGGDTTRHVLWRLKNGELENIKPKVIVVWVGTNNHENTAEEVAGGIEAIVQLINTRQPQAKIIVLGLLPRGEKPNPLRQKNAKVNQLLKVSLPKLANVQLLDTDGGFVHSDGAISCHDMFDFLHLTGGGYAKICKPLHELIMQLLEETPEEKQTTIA
# PAD4 FP inh: blocks human protein arginine deiminase 4; Q9UM07; recombinant PAD4, RCA probe fluorescence polarization; inhibition, % at 6.36 µM; 0.41% of 330,000 active;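 active = percent inhibition above a cutoff equal to the mean of all tested compounds plus 3 SD, cut at about 15% in these data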;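 note: 0% = PAD4 with RCA probe and DMSO and 100% = probe without PAD4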
# PAFAH1B3 FP inh: blocks human PAF acetylhydrolase 1B catalytic subunit 3; recombinant PAFAH1B3, FP-rhodamine probe, fluorescence polarization; Q15102; inhibition, % at 3.39 µM; 0.28% of 340,000 active; AID 492972;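 active = inhibition above the screen-wide average of all tested compounds plus 3 SD, cut at about 25% in these data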;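 note: 0% = enzyme with DMSO only and 100% = wells lacking PAFAH1B3 protein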
# Target sequence (Q15102 whole entry, looked up): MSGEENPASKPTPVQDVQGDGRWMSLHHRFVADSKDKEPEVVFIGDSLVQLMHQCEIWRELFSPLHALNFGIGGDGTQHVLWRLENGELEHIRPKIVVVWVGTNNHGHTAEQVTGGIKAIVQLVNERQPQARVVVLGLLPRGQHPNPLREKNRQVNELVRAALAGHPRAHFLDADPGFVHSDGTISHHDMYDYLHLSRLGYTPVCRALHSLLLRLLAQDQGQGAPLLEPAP
# GSTO1 inh: blocks human GSTO1 in RBBP9 counter-screen. P78417. inhibition, % at 5.96 µM. AID 1974. recombinant GSTO1, activity-based probe fluorescence polarization. 1.1% of 300,000 active;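 active = inhibition above the campaign mean inhibition plus 3 SD, cut at about 35% in these data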;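 note: 0% = GSTO1-1 with DMSO and 100% = wells lacking GSTO1-1 enzyme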
# PME-1 primary: PME-1 (human) inhibition. Q9Y570. recombinant PME-1, FP-Rh probe fluorescence polarization. inhibition, % at 5.9 µM. 0.53% of 320,000 active. AID 2130;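 active = inhibition above the campaign mean of all compounds plus 3 SD, cut at about 26% in these data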;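 note: competitive labeling of PME-1 active site by serine hydrolase directed probe; 0% = PME-1 with DMSO and 100% = wells lacking PME-1 enzyme; inhibitors block probe labeling so polarization falls and inhibition rises; many of its hits are not listed in these tables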
# LYPLA1 inh: counter-screen for PME1 inhibitors: inhibitors of human LYPLA1. inhibition, % at 5.9 µM. recombinant LYPLA1, FP-Rh probe fluorescence polarization. AID 2174. 0.16% of 320,000 active;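 active = inhibition above the mean of all tested compounds plus 3 SD, set per campaign, cut at about 14% in these data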;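 note: inhibitors block serine hydrolase probe labeling of LYPLA1 so polarization falls; 0% = enzyme with DMSO and 100% = wells lacking LYPLA1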
# pPAFAH inh: inhibitors of human plasma PAF acetylhydrolase (pPAFAH). 1.5% of 330,000 active. recombinant pPAFAH, FP-rhodamine probe fluorescence polarization. Q13093. inhibition, % at 3.39 µM;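 active = inhibition above the mean inhibition across the screen plus 3 SD, cut at about 25% in these data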;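 note: inhibitors block binding of the rhodamine activity-based probe so polarization drops; 0% = enzyme with DMSO and 100% = wells lacking pPAFAH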
# Target sequence (Q13093 whole entry, looked up): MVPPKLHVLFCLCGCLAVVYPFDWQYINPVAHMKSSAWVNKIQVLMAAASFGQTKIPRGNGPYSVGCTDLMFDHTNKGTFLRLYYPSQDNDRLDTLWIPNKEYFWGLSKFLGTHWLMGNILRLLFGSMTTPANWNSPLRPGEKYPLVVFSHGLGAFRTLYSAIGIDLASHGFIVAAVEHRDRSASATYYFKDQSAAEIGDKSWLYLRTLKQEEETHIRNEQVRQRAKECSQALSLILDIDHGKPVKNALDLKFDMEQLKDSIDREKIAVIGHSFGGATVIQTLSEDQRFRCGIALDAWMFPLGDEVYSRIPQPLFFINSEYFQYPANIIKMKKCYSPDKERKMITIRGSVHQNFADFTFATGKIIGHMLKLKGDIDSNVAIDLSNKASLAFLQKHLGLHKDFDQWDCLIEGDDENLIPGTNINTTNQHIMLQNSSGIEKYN
# LYPLA2 inh: blocks human lysophospholipase 2, a PME1 counter-screen; O95372; 0.38% of 320,000 active; inhibition, % at 5.9 µM; AID 2177; recombinant LYPLA2, FP-Rh probe fluorescence polarization;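 active = inhibition above the screen-wide mean plus 3 SD, limit set per campaign, cut at about 26% in these data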;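 note: 0% = LYPLA2 with DMSO and 100% = wells lacking LYPLA2 enzyme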
# PREPL inh: inhibitors of human prolyl oligopeptidase-like enzyme PREPL. Q4J6C6. recombinant PREPL, fluorescence polarization activity-based probe. inhibition, % at 5.96 µM. 0.68% of 320,000 active. AID 2751; in the data active = inhibition above about 43%;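 note: 0% = enzyme with DMSO and 100% = wells lacking enzyme; many of its hits are not listed in these tables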
# Starred values were filed as active, the others as inactive; nt = not tested or not shown.
SMILES,PAFAH1B2 inh,PAD4 FP inh,PAFAH1B3 FP inh,GSTO1 inh,PME-1 primary,LYPLA1 inh,pPAFAH inh,LYPLA2 inh,PREPL inh
Cc1ccc(-c2ccc(/C=N\n3cnnc3)o2)c(Br)c1,5,0,14,-4,-2,-4,7,5,-7
O=[N+]([O-])c1ccc(Oc2ccc(Oc3ccc(C(F)(F)F)cn3)cc2)nc1,3,3,11,2,-2,0,6,17,9
COc1cc(NC(=O)[C@@H](NC(=O)N2CCn3c2nc2ccccc23)C(C)C)cc(OC)c1,7,-4,2,-7,-1,-1,6,6,20
N#CCCn1c(=S)[nH]c2ccccc21,4,0,-2,-6,6,1,-1,-3,-5
CCOc1ccc(NC(=O)CC2C(=O)N(c3ccc(OCC)cc3)C(=S)N2C2CC2)cc1 (stereo unspecified),2,-2,5,-4,1,-1,1,-2,-8
COc1ccc(N2C(=O)CC(N3CCN(c4cccc(Cl)c4)CC3)C2=O)cc1 (stereo unspecified),5,0,1,0,-1,0,1,12,7
CCOc1ccccc1NC(C)C(=O)Nc1cc(C(F)(F)F)ccc1N1CCOCC1 (stereo unspecified),2,-1,0,2,2,-1,9,3,6
CN1CCc2nc(SCc3ccc(Cl)cc3)c(C#N)c(-c3cccs3)c2C1,nt,-3,nt,25,-3,-2,5,3,26
CC(C)N1C(=O)S/C(=C/c2ccccc2OCc2ccc(C(=O)O)cc2)C1=O,8,-4,2,-23,1,-8,14,-5,-1
COc1ccc(N(CC(=O)N2CCc3ccccc3C2)S(C)(=O)=O)cc1,6,-9,2,30,4,-2,-1,-5,-20
O=C(OCc1ccc(F)cc1)c1cc2ccccc2cc1O,1,-2,7,5,-2,-3,1,3,-4
Cc1nc(SCC(=O)N2c3ccccc3Sc3ccccc32)n[nH]1,2,1,6,0,-1,-2,1,-7,-20
COc1ccc(CC(=O)Nc2ccc(OC)nc2)cc1,-2,0,0,9,2,-1,2,-4,-3
NS(=O)(=O)c1ccc(CNC(=S)Nc2ccc(Cl)c(Cl)c2)cc1,-4,-7,2,-7,-6,-10,-4,12,-26
CC(C)CC(=O)c1c[nH]c(C(=O)NCc2cccnc2)c1,1,-2,11,8,-5,3,-3,9,13
O=C(c1cc(COc2c(F)cccc2F)on1)N1CCN(C2CCCCC2)C(=O)C1,0,-3,2,9,-1,1,-2,6,-3
CC/C(C)=N/Nc1nc2c(c(=O)[nH]c(=O)n2C)n1Cc1ccccc1,0,3,9,4,10,-3,10,7,34
CCOc1cccc(/C=N/NC(=O)c2ccc3c(c2)OCCO3)c1O,8,-4,11,2,-24,0,11,-2,8
CCOC(=O)c1ccc(NS(=O)(=O)c2cn(C)cn2)cc1,1,2,6,1,-3,1,4,3,-4
COc1ccc2nc(N/C(N)=N/C(=S)Nc3ccc(C)c(C)c3)nc(C)c2c1,nt,-4,nt,-9,-13,0,3,0,20
CC/C(=N\NC(=S)NC(C)C)c1ccc(OC)c(OC)c1,nt,-2,nt,-2,-2,-3,1,-1,-5
O=C(NCCc1ccc(F)cc1)c1cccs1,2,-4,2,0,-2,0,7,3,-1
CC1=C(C(N)=O)C(c2ccccn2)n2nc(SCc3ccccc3Cl)nc2N1 (stereo unspecified),1,-9,5,1,-2,-1,-6,2,8
O=C(Nc1ccccc1Cl)c1ccccc1Cl,-1,3,9,2,-8,2,1,3,19
CNc1nc(-c2ccccc2)nnc1C(F)(F)F,3,1,7,-4,8,1,10,8,4

# Overlap with the part before: three compounds, then new ones.
SMILES,PAFAH1B2 inh,PAD4 FP inh,PAFAH1B3 FP inh,GSTO1 inh,PME-1 primary,LYPLA1 inh,pPAFAH inh,LYPLA2 inh,PREPL inh
CC1=C(C(N)=O)C(c2ccccn2)n2nc(SCc3ccccc3Cl)nc2N1 (stereo unspecified),1,-9,5,1,-2,-1,-6,2,8
O=C(Nc1ccccc1Cl)c1ccccc1Cl,-1,3,9,2,-8,2,1,3,19
CNc1nc(-c2ccccc2)nnc1C(F)(F)F,3,1,7,-4,8,1,10,8,4
CCN(CC)CC(=O)Nc1c(Br)ccc2c1OCO2,0,-6,8,-3,-2,-5,-1,2,-1
Cc1ccc(S(=O)(=O)N2CCN(CCO)CC2)cc1-c1nnc2c3ccccc3c(C)nn12,3,3,6,0,-4,0,5,2,5
CCN1CCN(C(=O)CCNC(=O)Cn2ccc3ccccc3c2=O)CC1,7,1,5,-1,4,-2,3,-3,-2
COc1ccc(CNC(=O)Nc2cccs2)cc1OC,-2,-4,-1,10,-8,-2,-1,-9,13
CCCCc1c(O)nc(SCC(=O)N2CCCCC2)[nH]c1=O,3,-7,10,-3,2,5,1,0,19
Cn1c(=S)n(C)c2ccccc21,3,-9,8,5,4,3,-7,1,14
COc1ccc(NC(=O)CSc2ccccc2)cc1S(=O)(=O)N1CCCCC1,6,-5,-9,7,-6,-1,7,5,5
CCC(=O)c1ccccc1OCC(=O)Nc1c(C)cccc1C,0,-4,-5,0,-2,-3,-8,-6,-7
O=C(COc1ccc2c3c(c(=O)oc2c1)CCC3)Nc1ccc(CN2CCOCC2)cc1,-2,0,1,-2,-3,-1,3,9,15
COc1ccccc1CN1CC(=O)N2CSC[C@H]2C1=O,3,-7,14,-3,0,1,-5,-3,-1
CCCCC1NC(=S)N(C2CCCCC2)C1=O (stereo unspecified),5,-5,4,2,4,-1,0,0,-2
Oc1ccc(N=Cc2ccc(O)c(O)c2)cc1,13,1,34*,88*,47*,-3,34*,14,17
Cc1ccccc1C(=O)N1CCC(C(=O)Nc2ccc(C(C)C)cc2)CC1,2,-9,8,0,0,-3,11,12,19
COc1cc(S(=O)(=O)Nc2c(C)nn(C)c2C)ccc1NC(C)=O,2,-2,5,4,0,-2,0,1,-4
CNC(=O)c1csc(-c2cccs2)n1,0,-6,3,-7,2,1,1,-6,10
CN1N=C2c3ccccc3CCCC2C1c1ccc(F)cc1 (stereo unspecified),11,-1,5,-1,2,0,15,0,16
Cc1cc(C)c2nc(N3CCC(C(=O)NCc4ccccn4)CC3)sc2c1,1,-4,-4,5,2,2,-5,4,4
CCOC(=O)C(=O)Nc1cc(C(=O)OC)cc(C(=O)OC)c1,8,2,-4,4,2,-2,1,2,1
CS(=O)(=O)Nc1cccc2cccnc12,-2,1,6,-5,-2,0,1,0,8
CCCC1(C(=O)OC)NC(c2cc(OC)c(OC)c(OC)c2)C2C(=O)N(CC)C(=O)C21 (stereo unspecified),-1,-2,4,-4,-3,0,-2,-3,-7
Cc1cccc(NCc2cccc3ccccc23)n1,4,2,-3,0,-6,0,4,3,2
COC(=O)c1ccc(OCC2c3cc(OC)c(OC)cc3CCN2C(=O)c2ccco2)cc1 (stereo unspecified),5,-2,-1,-10,-3,0,3,-8,7
COc1ccc2c(c1)C=C([C@@H]1C[C@H]3CN(c4ccccc4)C(=O)[C@]34CCCN14)CO2,3,2,1,7,1,-1,2,-2,3
COc1ccccc1N(CC(=O)N/N=C/c1ccc(C(=O)O)cc1)S(=O)(=O)c1ccc(C)cc1,3,1,4,7,0,-5,2,3,-11
O=C(Cc1ccccc1F)Nc1nc(-c2cccs2)cs1,0,-3,-2,-9,-3,-3,-2,3,-6

# Four entries picked at random from the list so far:
SMILES,PAFAH1B2 inh,PAD4 FP inh,PAFAH1B3 FP inh,GSTO1 inh,PME-1 primary,LYPLA1 inh,pPAFAH inh,LYPLA2 inh,PREPL inh
CC(C)N1C(=O)S/C(=C/c2ccccc2OCc2ccc(C(=O)O)cc2)C1=O,8,-4,2,-23,1,-8,14,-5,-1
NS(=O)(=O)c1ccc(CNC(=S)Nc2ccc(Cl)c(Cl)c2)cc1,-4,-7,2,-7,-6,-10,-4,12,-26
O=C(COc1ccc2c3c(c(=O)oc2c1)CCC3)Nc1ccc(CN2CCOCC2)cc1,-2,0,1,-2,-3,-1,3,9,15
COc1ccccc1N(CC(=O)N/N=C/c1ccc(C(=O)O)cc1)S(=O)(=O)c1ccc(C)cc1,3,1,4,7,0,-5,2,3,-11

# Other records follow.
SMILES,PAFAH1B2 inh,PAD4 FP inh,PAFAH1B3 FP inh,GSTO1 inh,PME-1 primary,LYPLA1 inh,pPAFAH inh,LYPLA2 inh,PREPL inh
CCN(CC)CC(=O)Nc1nc(-c2ccc(Cl)cc2)cs1,1,1,4,5,-6,0,4,-2,-11
CCOc1ccccc1C(=O)N1CCCCC1C (stereo unspecified),1,-4,-1,7,-4,-3,2,-3,-1
COc1ccc(-c2noc(-c3cc(C)cc(C)c3)n2)cc1OC,-2,1,3,7,-6,-3,1,-6,-2
Fc1ccc2cnc(C3=CCCCC3)cc2c1,-5,-4,6,nt,nt,nt,3,nt,-26
CC1(/[N+]([O-])=C/c2ccccc2F)CCCCC1=O (stereo unspecified),1,-12,0,0,-6,-2,-3,-6,0
O=C(O)c1cccc(N/N=C/c2ccc(F)c(F)c2)c1,-1,0,1,3,2,4,9,8,-2
Clc1ccccc1-c1nn2c(COc3ccccc3)nnc2s1,6,-4,0,4,-8,2,6,3,3
Cc1cc(OCC(O)CNC(C)c2ccccc2)ccc1C(C)C (stereo unspecified),-2,-3,4,-1,-6,-3,1,-3,1
O=C(c1ccccc1)N1CCn2c1nc1ccccc12,2,1,11,5,5,-3,3,6,3
COc1ccc(NC(=O)COC(=O)CCCC2=NS(=O)(=O)c3ccccc3N2)cc1Cl,4,-1,6,-4,-2,-6,2,-5,-3
Cc1ccnc(NC(=O)c2oc3ccccc3c2C)c1,-3,-2,5,7,-3,-6,0,-6,20
Cc1cccc(-c2nc(N)nc(N)n2)c1,4,-1,3,5,1,-1,-2,0,2
Cc1noc(C)c1NC(=O)N(C)C[C@H]1Oc2c(NC(=O)C3CCCCC3)cccc2C(=O)N([C@H](C)CO)C[C@@H]1C,2,-3,-2,nt,nt,nt,0,nt,9
CCCOc1ccc(Cn2ccnc2)cc1[N+](=O)[O-],2,1,2,-1,3,2,6,6,4
COc1ccc(OC)c(NC(=O)C2=C(C)NC(=O)NC2c2cccs2)c1 (stereo unspecified),-2,-3,4,9,-9,0,2,2,-4

# These rows are one share of the data, so the mix of outcomes need not match the whole.
